High-throughput results (PubChem)
HePTP inhibitor: blocks human HePTP tyrosine phosphatase; 110,000 tested, 0.64% active; recombinant HePTP phosphatase activity, OD absorbance; P35236; inhibition, % at 20 µM; in the data active = inhibition above about 50%;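 note: plate controls were vehicle for no effect and reference inhibitor for full effect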
Target sequence (P35236 whole entry, looked up): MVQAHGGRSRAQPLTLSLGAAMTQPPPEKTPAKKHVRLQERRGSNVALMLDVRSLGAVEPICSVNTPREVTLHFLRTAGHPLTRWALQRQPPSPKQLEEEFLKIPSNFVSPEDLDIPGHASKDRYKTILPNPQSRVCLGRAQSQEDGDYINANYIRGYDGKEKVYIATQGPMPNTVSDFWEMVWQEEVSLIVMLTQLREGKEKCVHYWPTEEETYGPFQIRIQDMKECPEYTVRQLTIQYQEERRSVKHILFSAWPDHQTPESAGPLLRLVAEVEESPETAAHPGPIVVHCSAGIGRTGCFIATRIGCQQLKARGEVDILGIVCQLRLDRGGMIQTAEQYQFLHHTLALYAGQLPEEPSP
BAP1 inh: human BAP1 deubiquitinase inhibition. recombinant BAP1, Ub-AMC hydrolysis fluorescence kinetic; hits give low values. activity remaining (% of control), % at 20 µM. 72,000 tested, 0.48% active. AID 436;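 active = activity remaining at or below 50% of control, provided the compound also passes the data quality filters; inactive = the rest, including low values that fail the filters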;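 note: 100% = DMSO wells rate and 0% = substrate alone blank rate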
Target sequence (Q92560 whole entry, looked up): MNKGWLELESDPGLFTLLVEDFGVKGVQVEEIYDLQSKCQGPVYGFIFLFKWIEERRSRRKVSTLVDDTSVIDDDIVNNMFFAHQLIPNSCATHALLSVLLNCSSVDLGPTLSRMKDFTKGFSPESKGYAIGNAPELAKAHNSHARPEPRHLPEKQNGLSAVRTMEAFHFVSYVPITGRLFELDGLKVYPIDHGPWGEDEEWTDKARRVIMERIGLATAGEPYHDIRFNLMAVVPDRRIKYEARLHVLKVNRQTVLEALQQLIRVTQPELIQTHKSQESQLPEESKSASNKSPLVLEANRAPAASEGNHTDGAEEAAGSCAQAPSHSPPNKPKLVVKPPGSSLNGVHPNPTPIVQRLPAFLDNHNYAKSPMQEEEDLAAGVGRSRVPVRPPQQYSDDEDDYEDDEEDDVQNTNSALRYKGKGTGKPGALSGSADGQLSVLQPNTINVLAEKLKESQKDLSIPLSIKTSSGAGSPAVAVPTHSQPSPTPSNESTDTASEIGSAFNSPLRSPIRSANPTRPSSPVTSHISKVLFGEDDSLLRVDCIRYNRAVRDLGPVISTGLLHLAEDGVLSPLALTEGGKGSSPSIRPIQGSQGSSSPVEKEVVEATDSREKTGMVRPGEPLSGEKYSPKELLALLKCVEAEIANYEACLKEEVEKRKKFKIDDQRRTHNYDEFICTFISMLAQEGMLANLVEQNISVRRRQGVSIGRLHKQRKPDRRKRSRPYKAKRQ
Numbers without * were called inactive; / = no result given; & = joins results of further samples.

SMILES | HePTP inhibitor | BAP1 inh
CCSc1nc2ccccc2n1CC(=O)Nc1c(C)cccc1C | 3 | /
COc1ccc(-c2nnc(NC(=O)c3ccc([N+](=O)[O-])c(Cl)c3)s2)cc1 | 10 | /
COc1ccc(NC(=O)C(c2ccccc2)c2ccccc2)cc1OC | -7 | /
O=C(N/N=C/C1CC=CCC1)c1cccnc1 (stereo not drawn) | -13 | /
CC1(C)CC(=O)C(C2(C3C(=O)CC(C)(C)CC3=O)C(=O)Nc3ccccc32)C(=O)C1 | -8 | /
COc1ccccc1C(=O)NC(C)C(c1cccs1)N1CCOCC1 (stereo not drawn) | / | 100
COCc1cc(C)nc(SCC(=O)NCc2ccco2)c1C#N | 7 | 93
CC1(C)CC(=O)C(C=NCC2CCCO2)=C(O)C1 (stereo not drawn) | 12 | 88
O=C(COc1ccccc1Br)c1ccc(O)cc1O | -1 | 93
NS(=O)(=O)c1ccc(NC(=S)NC(=O)c2ccc(Br)cc2)cc1 | 8 | /
CCCNc1ncccc1C(N)=O | 10 | /
NC(=O)c1ccc(NC(=O)COc2cccc(Cl)c2)cc1 | 2 | /
O=C(N=Nc1c(O)[nH]c2ccc([N+](=O)[O-])cc12)c1cccc(Br)c1 | 56* | /
Cc1ccc2[nH]c3c(c2c1)CN(C(=O)CN1CCSCC1)CC3 | 1 | 172
COc1ccc(S(=O)(=O)N2CCC(C(=O)N3CCCCCC3)CC2)cc1 | 2 | 94
CCNC(=S)NN=Cc1ccc(OCCOc2ccccc2C)cc1 | -3 | /
CCOC(=O)c1ccccc1N1C(=O)C=CC1=O | 5 | /
O=C1NC(=S)N(c2cccc(Br)c2)C(=O)/C1=C\c1ccc(-c2ccccc2[N+](=O)[O-])o1 | 11 | /
CCN(CC)C(=O)c1sc(NC(=O)c2cccc(F)c2)c(C(=O)OC(C)C)c1C | 9 | /
N#Cc1c2n(c3c(=O)n(Cc4ccc(Cl)cc4)cnc13)CCCC2 | 12&-6 | 96
C=CCOC(=O)C1=C(C)NC(SCC(=O)Nc2ccc(C)c(Cl)c2)=C(C#N)C1c1ccco1 (stereo not drawn) | 1 | /
Cc1cc(NC(=O)CCn2c(=O)sc3ccccc32)no1 | / | 112
C=C(C)COc1ccccc1/C=C1\N=C(c2cccs2)OC1=O | 7 | /
Cc1cc(C)c2[nH]c(=O)c(CN(Cc3ccc4c(c3)OCO4)Cc3nnnn3C3CCCC3)cc2c1 | 4 | 40*
O=C(Cn1c(=O)oc2ccccc21)NCc1ccco1 | 8 | 82
SMILES | HePTP inhibitor | BAP1 inh
COc1cc(NC(=O)CS(=O)(=O)c2ccccc2)cc(OC)c1OC | -10 | 83
O=C(COc1cccc(-n2cnnn2)c1)N1CCOCC1 | 8 | 110
Cc1nn(-c2nc3ccccc3s2)c(N)c1-c1ccccc1 | 2 | 72
FC(F)(F)c1ccc2nnc(-c3ccc(Cl)cc3)n2c1 | 10 | /
COCCNC(=O)C(c1ccc(F)cc1)N(Cc1ccco1)C(=O)CCC(=O)Nc1nccs1 (stereo not drawn) | 1 | 100
CCOC(=O)N1CCC(NC(=O)CSCc2nc(-c3sccc3C)oc2C)CC1 | -5 | 93
COc1ccccc1N1C(=O)C2ON(c3ccccc3C)C(c3cccc(Br)c3)C2C1=O (stereo not drawn) | 8 | /
Cc1cccc(-c2nc3cc(NC(=O)COc4ccccc4[N+](=O)[O-])ccc3o2)c1 | 26 | /
O=C(NCCOC(=O)C1COc2ccccc2O1)C1COc2ccccc2O1 (stereo not drawn) | -3 | 100
COc1ccc(NC(=O)COc2cc(C)c(Cl)c(C)c2)c(OC)c1 | -5 | /
O=C(Nc1ccc(Cc2ccc(NC(=O)Nc3ccccc3O)cc2)cc1)Nc1ccccc1O | 0 | /
CCOC(=O)c1[nH]c(C)c(/C(O)=C2\C(=O)C(=O)N(CCN(C)C)C2c2ccco2)c1C (stereo not drawn) | 0 | 92
O=C(Nc1ccc2nn(-c3ccc(F)cc3)nc2c1)c1cc2ccccc2o1 | 12 | /
CCCCOC(=O)Nc1ccc(S(=O)(=O)Nc2cc(C)nc(C)n2)cc1 | 9 | 101
COc1ccc(C(=O)N/C(=C\c2ccc(-c3cccc([N+](=O)[O-])c3)o2)C(=O)NCCc2ccccc2)cc1 | 6 | /
CC(NS(=O)(=O)c1ccc2ccccc2c1)c1ccccc1 (stereo not drawn) | -4 | /
COc1ccccc1-c1c(C(F)(F)F)oc2cc(O)ccc2c1=O | -2 | /
COc1ccccc1CN1CCN(Cc2ccncc2)CC1 | 4 | /
CCc1nc(SCC(=O)Nc2cc(C)on2)n[nH]1 | 4 | 100
CCOC(=O)C1=C(C)N=c2s/c(=C\c3cc(Br)c(O)c(OC)c3)c(=O)n2C1c1ccc(OC)c(OC)c1 (stereo not drawn) | -2 | /
Cc1cc(=O)n2nc(N3CCCC(C(=O)N4CCN(c5ccccc5)CC4)C3)sc2n1 (stereo not drawn) | 5 | 88
COCCCNc1nc2ccccc2nc1NS(=O)(=O)c1cccs1 | 10 | 87
Cn1c(=O)cc(SCC(=O)NCCCN2CCN(c3ccc(F)cc3)CC2)c2ccccc21 | 2 | 93
CC(=O)NC(CCS(C)(=O)=O)C(=O)Nc1cc(Cl)ccc1Cl (stereo not drawn) | 3 | 105
Cc1ccc(S(=O)(=O)/N=C(\N)c2ccc(F)cc2)cc1 | -1 | /
SMILES | HePTP inhibitor | BAP1 inh
Cc1nn(C(=O)COc2ccccc2[N+](=O)[O-])c(C)c1Sc1ccc([N+](=O)[O-])cc1 | / | 155
O=c1cc(-c2ccccc2)[nH]c2[nH]n(-c3ccccc3)c(=O)c12 | 3 | 87
CCOc1ccccc1/C=N/NC(=O)c1cccc(Cl)c1 | 0 | /
CCOc1ccc(C2C(C#N)=C(N)Oc3cc(C)n(CCN4CCOCC4)c(=O)c32)cc1OCC (stereo not drawn) | -1 | 134
CN(C)c1nc2c(c(=O)n(C)c(=O)n2C)n1Cc1ccccc1 | 4 | 99
O=C(/C=C/Nc1ccccc1)c1ccccc1 | 0 | /
CC1CC(C)CN(c2nc3c(c(=O)n(C)c(=O)n3C)n2CCSc2ncccn2)C1 (stereo not drawn) | 7 | 85
CCC(=O)N1c2ccccc2NC2=C(C(=O)CC(C)(C)C2)C1c1cccc(F)c1 (stereo not drawn) | / | 200
CCOc1cc(NC(=O)C2CCCO2)c(OCC)cc1NC(=O)C1CC1 (stereo not drawn) | -6 | 96
COc1ccc(NC2=C(C(=O)C(F)(F)F)CCCC2)cc1OC | -8 | /
O=C(O)CCCC(=O)Nc1ccccc1Br | 7 | 104
COCCN1CN=C(Nc2nc(C)c3ccc(C)cc3n2)NC1 | 4 | 88
Cc1ccc(O)c(NC(=O)c2cnn3c(C(F)(F)F)cc(-c4ccco4)nc23)c1 | -12 | /
COCC(=O)N(C)C1(c2nnnn2CCOC(=O)Nc2ccc(Cl)cc2)CCCC1 | 1 | 114
CCn1c(SCC(=O)Nc2cc(OC)ccc2OC)nnc1C1CCCCC1 | 0 | 113
CCOC(=O)Nc1cccc(Cl)c1C | -4 | 96
Cc1c(C(=O)NCc2ccco2)cccc1[N+](=O)[O-] | / | 65
Cc1sc(NC(=O)CN2C(=O)c3ccccc3C2=O)nc1-c1ccccc1 | 2 | /
CCOC(=O)c1ccc(NC(=O)CSc2nnc(Cn3c(=O)sc4ccccc43)n2C)cc1 | -5 | 86
Cc1c([N+](=O)[O-])c([N+](=O)[O-])nn1CC(=O)Nc1sc2c(c1C#N)CCCC2 | -5 | /
CCc1ccccc1NC(=O)CC(O)(C(=O)OC)C(F)(F)F (stereo not drawn) | -11 | 92
CCOC(=O)Nc1sc2c(c1C(=O)OCC)CCC2 | 7 | 84
O=C(CSc1nnc(-c2ccc(F)cc2)o1)c1ccc2c(c1)OCCO2 | 12 | 105
N#Cc1nc(Cc2ccccc2)oc1NCCN1CCOCC1 | 9 | 112
CCCN(CCC)CCNC(=O)C(NS(=O)(=O)c1ccc2c(c1)CCC(=O)N2)c1ccccc1 (stereo not drawn) | 5 | 100

Sorted by SMILES length (descending): 22 of the compounds above.
SMILES | HePTP inhibitor | BAP1 inh
Cc1nn(C(=O)COc2ccccc2[N+](=O)[O-])c(C)c1Sc1ccc([N+](=O)[O-])cc1 | / | 155
Cc1c([N+](=O)[O-])c([N+](=O)[O-])nn1CC(=O)Nc1sc2c(c1C#N)CCCC2 | -5 | /
CCCN(CCC)CCNC(=O)C(NS(=O)(=O)c1ccc2c(c1)CCC(=O)N2)c1ccccc1 (stereo not drawn) | 5 | 100
CCOC(=O)c1ccc(NC(=O)CSc2nnc(Cn3c(=O)sc4ccccc43)n2C)cc1 | -5 | 86
Cc1ccc(O)c(NC(=O)c2cnn3c(C(F)(F)F)cc(-c4ccco4)nc23)c1 | -12 | /
CCC(=O)N1c2ccccc2NC2=C(C(=O)CC(C)(C)C2)C1c1cccc(F)c1 (stereo not drawn) | / | 200
COCC(=O)N(C)C1(c2nnnn2CCOC(=O)Nc2ccc(Cl)cc2)CCCC1 | 1 | 114
O=c1cc(-c2ccccc2)[nH]c2[nH]n(-c3ccccc3)c(=O)c12 | 3 | 87
Cc1sc(NC(=O)CN2C(=O)c3ccccc3C2=O)nc1-c1ccccc1 | 2 | /
O=C(CSc1nnc(-c2ccc(F)cc2)o1)c1ccc2c(c1)OCCO2 | 12 | 105
CCOc1cc(NC(=O)C2CCCO2)c(OCC)cc1NC(=O)C1CC1 (stereo not drawn) | -6 | 96
CCn1c(SCC(=O)Nc2cc(OC)ccc2OC)nnc1C1CCCCC1 | 0 | 113
Cc1ccc(S(=O)(=O)/N=C(\N)c2ccc(F)cc2)cc1 | -1 | /
CCc1ccccc1NC(=O)CC(O)(C(=O)OC)C(F)(F)F (stereo not drawn) | -11 | 92
Cc1c(C(=O)NCc2ccco2)cccc1[N+](=O)[O-] | / | 65
COCCN1CN=C(Nc2nc(C)c3ccc(C)cc3n2)NC1 | 4 | 88
CCOc1ccccc1/C=N/NC(=O)c1cccc(Cl)c1 | 0 | /
N#Cc1nc(Cc2ccccc2)oc1NCCN1CCOCC1 | 9 | 112
CCOC(=O)Nc1sc2c(c1C(=O)OCC)CCC2 | 7 | 84
O=C(/C=C/Nc1ccccc1)c1ccccc1 | 0 | /
O=C(O)CCCC(=O)Nc1ccccc1Br | 7 | 104
CCOC(=O)Nc1cccc(Cl)c1C | -4 | 96

Additional entries follow.
SMILES | HePTP inhibitor | BAP1 inh
Cc1ccccc1NC(=O)Cc1nc(CSc2nnc(C3CCCCC3)n2N)cs1 | 8 | 74
COc1cc(C(=O)NCc2cccc3ccccc23)cc(OC)c1OC | 4 | /
CCN(CC)S(=O)(=O)c1cccc(-c2nc3n(n2)Cc2ccccc2-3)c1 | 3 | 112
CCCCOc1ccc(-c2nnc(-c3ccco3)o2)cc1 | 1 | 117
COc1ccc(-n2nc3cc(C)c(NC(=O)COc4ccccc4C)cc3n2)cc1 | 0 | /
COc1ccc(NC(=O)CSc2nc(-c3ccncc3)nn2CC(=O)N2CCCC2)cc1 | 10 | 104
Cc1ccc(-n2c(=O)[nH]cc(C(=O)Nc3ccc4c(c3)OCO4)c2=O)cc1C | 2 | 89
CC[C@H](C)[C@H](NS(=O)(=O)c1ccc(C)cc1)C(=O)N1CCC(C(=O)N[C@@H](C)C(=O)O)CC1 | 11 | 100
CCCN(CCC)CCCNS(=O)(=O)c1cc(Br)cc2c1N(C(C)=O)CC2 | 1 | 83
COc1ccc(C(=O)NCCOc2ccccc2F)cc1OC | 22 | /
COC(=O)c1c(NC(=O)C(Cl)Cl)sc2c1CCCCCC2 | 1 | /
CCOC(=O)c1nnn(CC(=O)Nc2cc(Cl)ccc2C)c1C(=O)OCC | -7 | 76
O=C(/C=C/c1ccc2c(c1)OCO2)Nc1ccc(F)c(F)c1 | 4 | /
CCC1(C)Cc2c(sc3c2c2ncnn2c2nnc(SCC(=O)NCc4ccco4)n32)CO1 (stereo not drawn) | -5 | /
CCc1ccc(NC(=O)/C(C#N)=C\c2ccc(I)o2)cc1 | 8 | /
COc1cc(C2N3CC4(C)CN2CC(C)(C3)C4)ccc1O (stereo not drawn) | -1 | 97
CCC(=O)N/C=C/n1cnc2cc(C(F)(F)F)ccc21 | 13 | 97
NC(=O)NC(c1ccccc1)c1coc2ccccc12 (stereo not drawn) | -3 | /
O=S(=O)(Cc1ccccc1)N1CCn2c(nc3ccccc32)C1 | 2 | 92
Cc1ccccc1OCc1nc(-c2ccccc2)no1 | 7 | /
CCN(CC)Cc1c(O)ccc2c(=O)c(Oc3ccccc3Br)coc12 | -2 | /
CCOc1ccccc1N1CCN(C(=O)c2cccc(F)c2)CC1 | 103* | /
O=C(COc1ccc(Br)cc1)Nc1ccc(N2CCOCC2)c(Cl)c1 | 8 | /
COc1ccc(C(=O)Nc2ccc([N+](=O)[O-])cc2Br)cc1 | -9 | /
Cc1cc(C(=O)N/N=C/c2c(C)[nH]c3ccccc23)n[nH]1 | -18 | /

No new results follow: 2 of the compounds above.
SMILES | HePTP inhibitor | BAP1 inh
Cc1ccccc1NC(=O)Cc1nc(CSc2nnc(C3CCCCC3)n2N)cs1 | 8 | 74
COc1cc(C(=O)NCc2cccc3ccccc23)cc(OC)c1OC | 4 | /

The listing continues:
SMILES | HePTP inhibitor | BAP1 inh
NC(=O)c1ccc(Sc2nc3ccccc3s2)c([N+](=O)[O-])c1 | -11 | /
O=C(/C=C/c1ccc2c(c1)OCO2)Nc1c(F)c(F)c(F)c(F)c1F | 10 | /
COCC(=O)Nc1nnc(SCC(=O)NCc2cccs2)s1 | 10 | 96
C=CCc1ccccc1OCC(O)CN1CCN(Cc2ccc3c(c2)OCO3)CC1 (stereo not drawn) | 15 | 102
CC1(C)CC(=O)C=C(NCCc2ccccc2)C1 | -7 | /
Cc1cc(C)n2c(SCC(=O)N3CCN(S(=O)(=O)c4ccc(Cl)cc4)CC3)nnc2n1 | -1 | 73
O=C(c1ccc2nc(-c3ccco3)c(-c3ccco3)nc2c1)N1CCN(c2ccccc2)CC1 | 7 | /
CCOC(=O)c1[nH]cnc1C(=O)Nc1ccc([N+](=O)[O-])cc1 | 6 | /
O=C(Oc1cccc(/C=C2/SC(=S)N(c3ccccc3)C2=O)c1)c1ccco1 | -11 | /
O=C(CN1C(=O)COc2ccccc21)NCCN1CCc2ccccc2C1 | 2 | 111
